# MT stabilizer: microtubule stabilizers in HeLa cells, primary screen, imaging, high-content imaging; % tubulin-high responders, % at 10 µM; HeLa tubulin immunostaining HCS, 24 h; share of cells brighter than vehicle mean+2SD; 200,000 tested, 0.83% active;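 active = plate Z-score above 3 for both tubulin-high and condensed-nucleus cell shares, with cell loss under 80%, at 10 µM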;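 note: anti alpha tubulin signal scored within the nucleus-defined area of each cell; some results filed as inactive read as strong as hits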
# Dynein cargo inh: inhibitors of GR-EGFP nuclear translocation, primary screen, dynein cargo transport inhibitor project, imaging, high-content, 3617.4 mouse cells; test concentration mostly 20 µM; stimulated with dexamethasone, 1 µM; active compounds read low; z-score, hits read low; 220,000 tested, 0.47% active; AID 1381, 2008;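 active = plate z-score of nuclear minus cytoplasmic receptor signal below a set negative limit, without overly bright fluorescence or cell loss, cut at about -3.5 in these data, passing the limit was not always enough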;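 note: z-score of nuclear minus cytoplasmic ring GR-EGFP intensity difference per well; some compounds called inactive have numbers as strong as hits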
#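 Buffer or medium: tet-free, stripped-serum medium; reagent: dexamethasone at 1.0 µM final, 30 min; incubation: 48 h induction, 1 h compound, 30 min dex at 37 °C; measured by: formaldehyde fixation, Hoechst nuclear stain, 10x automated fluorescence imaging; read-out: nuclear-to-cytoplasmic GR-EGFP distribution per well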
# b-catenin transl: modulators of beta-catenin nuclear translocation, primary screen, imaging, HeLa cells, immunofluorescence, high-content; nuclear translocation activity, % at 5 µM; 190,000 tested, 0.3% active;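 active = nuclear translocation activity above 50% at 5 µM, with a well cell count of 50 or more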;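 note: per-cell ratio of nuclear to cytoplasmic median beta-catenin stain intensity; plate controls were DMSO negative control for no effect and GSK-3 inhibitor IX positive control for full effect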
#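 Test system: human HeLa cells, native beta-catenin. Compound dosing: 5 µM primary single dose, 0.1% DMSO, 0.02–20 µM confirmation series. Incubation: compound exposure 24 h at 37°C. Detection: beta-catenin immunostaining with DAPI counterstain, 20x imaging, 6 fields/well. Read-out basis: Nuclear/cytoplasmic beta-catenin signal ratio, % activation.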
# Myeloid diff MLP: induction of myeloid progenitor differentiation, primary screen, cell-based, flow cytometry, MLPCN library | ER-HoxA9 myeloid progenitors, lysozyme-GFP differentiation | calls only at 10 µM | 360,000 tested, 1% active;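 active = normalized GFP-positive differentiation at or above the plate's own cutoff, the solvent-only control mean plus 3 SD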;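 note: cells exposed to compound for four days before flow analysis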
# T cell HTS: modulators of CD8 T cell-vesicle binding, primary screen, mouse 2C CD8+ T cells, flow cytometry | 2C CD8+ T cell-vesicle binding; active compounds read low | calls only at 7 µM | 330,000 tested, 0.068% active;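 active = response, share of CD8 T cells binding vesicles, and their 90th percentile fluorescence all below set limits, cut at about 80% in these data, passing the limit was not always enough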
#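 Assay system – 2C mouse CD8+ T cells · Also added – QL9-loaded Drosophila micro-vesicles · Timing – Cell–vesicle co-incubation 1.5 h at 37 °C, staining 20 min on ice · Signal – flow cytometry of vesicle-bound cells · Measure – percent CD8+ FL2 mean versus row control · Controls – Peptide-free naked vesicles (low) and QL9 vesicles with 0.7% DMSO vehicle (high)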
# Hep lipid drop: inhibitors of hepatocyte lipid droplet formation, primary screen, imaging, high-throughput imaging, BODIPY stain. AML12 mouse hepatocytes, oleate lipid droplets. inhibition, % at 6.5 µM. 240,000 tested, 0.4% active;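 active = lipid droplet intensity inhibited by at least 50%, with more than 500 cells counted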
#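 Assay system: AML12 mouse liver cells | Compound dosing: One dose, 6.5 µM compound | Read-out basis: Droplet intensity reduction, % inhibition | Measured by: Fluorescence imaging, 20x objective, two fields per well | Schedule: Overnight treatment with compound plus oleate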
# human PMI inhibition: inhibitors of human PMI, primary screen, biochemical, fluorescence intensity, coupled assay (AID 1209); inhibition, % at 20 µM, or IC50 in µM where a hit was titrated; 190,000 tested, 0.42% active; purified PMI enzyme, coupled fluorescence intensity; higher % means a stronger effect; Mannose-6-phosphate isomerase (Homo sapiens); in the data active = inhibition above about 50%;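 note: plate controls were DMSO vehicle for no effect and wells lacking substrate for full effect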
# Ins promoter up: insulin promoter activators in MIN6 cells, imaging, high-content screening, mouse beta cells | MIN6 insulin promoter-GFP reporter; active compounds read high | z-score at 5 µM | 190,000 tested, 0.3% active | AID 1625, 2009;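 active = z-score above 3 at 5 µM with at least 500 cells counted in the well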
# TNAP activators: human TNAP enzyme activators, primary screen, biochemical, luminescent, no phosphate acceptor, uHTS (AID 1001); Alkaline phosphatase, tissue-nonspecific isozyme (Homo sapiens); activation fold at 20 µM, or EC50 in µM where a hit was titrated; purified TNAP, luminescent activation assay, no phosphate acceptor; higher activation fold means a stronger effect; 200,000 tested, 0.03% active; in the data active = activation fold from about 3, or a potency from the dose series; inactive = the rest, 99 in 100 with activation fold below about 1.6; note: many of its hits are not listed in these tables
# Dynein cargo inh cytoplasmic EGFP: second read-out of Dynein cargo inh, no call of its own (marks repeat the call); z-score; measured here: cytoplasmic GR-EGFP intensity; active compounds read high
# Dynein cargo inh nuclear GR-EGFP: also measured in Dynein cargo inh; calls as there; z-score; measured here: nuclear GR-EGFP intensity;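 lower value marks the stronger effect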
# Dynein cargo inh cell count: also measured in Dynein cargo inh; calls as there; z-score; measured here: cell count per field
# Ins promoter up cell count: recorded beside Ins promoter up, whose call it bears; cell count; measured here: cytotoxicity, nuclei count;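 total cells summed across four imaged fields per well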
# Hep lipid drop cells 6.5 µM: recorded beside Hep lipid drop, whose call it bears; cell count; measured here: cell count, cytotoxicity flag;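 cells counted across two imaged fields per well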
# b-catenin transl cell count 5 µM: recorded beside b-catenin transl, whose call it bears; cell count; measured here: cell count, cytotoxicity flag
# T cell HTS vesicle-bound %: recorded beside T cell HTS, whose call it bears; double positive events, %; measured here: CD8+ vesicle-bound cell fraction;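 binding gate set so that unloaded-vesicle control wells show 10% double positive cells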
# MT stabilizer Hoechst-high %: further read-out of MT stabilizer, marked with its call; % Hoechst-high responders; measured here: nuclear condensation Hoechst responders;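 share of cells brighter than vehicle mean plus two SD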
# MT stabilizer cytotoxicity %: further read-out of MT stabilizer, marked with its call; toxicity, %; measured here: cytotoxicity by cell density;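 0% = mean cell density of plate MIN control wells and 100% = no cells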
# Myeloid diff MLP GFP+ MAC1+ %: recorded beside Myeloid diff MLP, whose call it bears; GFP+ MAC1+ double positive, %; measured here: differentiation confirmed by MAC1 staining
# Active calls of the source: *; i = inactive; . = not tested or not shown.
no.	compound	MT stabilizer	MT stabilizer Hoechst-high %	MT stabilizer cytotoxicity %	Dynein cargo inh	Dynein cargo inh cytoplasmic EGFP	Dynein cargo inh nuclear GR-EGFP	Dynein cargo inh cell count	b-catenin transl	b-catenin transl cell count 5 µM	Myeloid diff MLP	Myeloid diff MLP GFP+ MAC1+ %	T cell HTS	T cell HTS vesicle-bound %	Hep lipid drop	Hep lipid drop cells 6.5 µM	human PMI inhibition	Ins promoter up	Ins promoter up cell count	TNAP activators
1	O=C1COc2ccc(C(=O)c3ccccc3C(=O)O)cc2N1	2.0	3.2	3.1	-0.38	-0.28	-0.58	0.78	-2.1	586	i	0.5	i	49	1	676	-9%	0.16	1436	1.1
2	CCOC(=O)C1CCN(C(=O)CSC2=NCCS2)CC1	4.4	2.6	4.3	1.3	0.34	1.6	-1.5	2.2	721	i	0.9	i	32	.	.	-9%	0.76	1116	1.1
3	O=C(Nc1ccc(Cl)c(Cl)c1)C1=Cc2ccccc2OC1	1.5	1.1	7.7	-0.58	-0.1	-0.24	0.83	.	.	i	0.7	i	38	6	803	13%	.	.	1.1
4	COc1ccc(OCC(=O)c2c(O)c3ccccc3oc2=O)cc1	2.7	2.6	8.4	-1.6	-0.25	-0.81	-0.037	-1.9	1073	i	9.1	i	54	-2	709	-26%	-0.15	1202	1.1
5	Cc1cc(N/N=C/c2ccc(O)cc2O)nc(N2CCOCC2)n1	.	.	.	0.93	-0.22	0.045	-1.3	-1.5	1151	i	0.4	i	22	-5	628	.	0.2	1424	.
6	Cc1c(NC(=O)COC(=O)c2c3c(nc4ccccc24)CCCC3)c(=O)n(-c2ccccc2)n1C	2.7	3.2	2.8	-0.24	-0.24	0.075	0.21	-0.8	1020	i	0.5	i	45	26	687	9%	0.03	1426	1.4
7	Cc1ccc(C(C)C)c(OC(=O)/C=C/c2ccccc2)c1	0.4	1.3	13	-0.67	-0.23	-0.74	0.2	2.2	1064	i	12	i	18	0	689	15%	0.02	1659	1.1
8	O=c1[nH]c2ccc(Cl)cc2c(-c2ccccc2)c1CN1CCOCC1	3.0	1.4	4.9	-0.4	-0.29	-0.095	-0.23	-0.5	1107	i	1.1	i	36	.	.	-24%	-1.1	1214	1
9	Cc1cc(C)n(-c2ccc(OCC(=O)O)nn2)n1	1.2	1.7	7.8	0.27	-0.21	-0.12	-0.058	0.1	735	i	0.5	i	18	.	.	-1%	3.3*	978*	1.1
10	CN(C)c1cc(Nc2ccc(O)cc2)c([N+](=O)[O-])c2nonc12	.	.	.	-0.6	-0.11	0.13	0.83	-1.8	1281	i	0.4	i	31	-47	745	.	2.3	987	.
11	COC(=O)c1sccc1NC(=O)c1cc(C)on1	4.5	2.1	2.6	-0.35	-0.22	0.12	0.25	-0.4	1066	i	4.3	i	8	-1	646	9%	.	.	1.1
12	C=CCS/C(N)=N\N=C\c1c(O)ccc2ccccc12	.	.	.	-1.5	-0.26	-0.73	0.69	-0.5	1254	i	0.4	i	40	-8	646	.	-0.43	1142	.
13	O=C(CN1CCC(NC(=O)c2cccc(F)c2)CC1)NCc1cccs1	1.7	1.2	5.5	0.82	0.42	0.6	-0.08	0.9	993	i	1.2	i	54	-22	734	13%	.	.	1.1
14	CN(C)c1ccc(P(=O)(OCc2ccccc2)C(O)c2ccccc2F)cc1 (stereo not drawn)	.	.	.	0.56	-0.18	0.29	-1.2	0.7	1253	i	0.7	i	32	2	716	.	1	1490	.
15	COC(=O)c1cc(C(=O)Cc2ccccc2)c[nH]1	3.0	1.5	4.3	-0.37	-0.27	-0.2	0.55	0.6	1075	.	.	i	26	13	712	5%	-0.17	1310	1
16	CC(C)c1cc(C(=O)Nc2cc(Br)ccc2O)no1	2.2	1.2	3.8	-0.46	0.22	0.2	0.32	2.6	1251	i	1.0	i	32	-4	753	2%	-1.2	838	0.9
17	COc1ccc(-c2nc(CC(=O)O)cs2)cc1OC	0.7	1.3	13	-0.25	-0.17	-0.15	0.33	-4.2	1250	.	.	i	38	12	780	2%	0.72	935	1.1
18	COC(=O)c1c(N)c2ccccc2[nH]c1=O	1.8	2.4	4.1	0.48	-0.15	0.43	0.74	-5.6	1222	i	0.2	i	52	-1	800	13%	0.49	1300	1.1
19	COC(=O)Cn1c2c(c3cc(C)ccc31)CCCC2	.	.	.	.	.	.	.	-4.4	965	i	0.7	i	43	.	.	2%	0.3	1148	1.1
20	COC(=O)NC1CSCC1OC(=O)CN1C(=O)c2ccccc2C1=O (stereo not drawn)	4.6	1.7	8.1	0.28	-0.18	0.51	-0.059	-0.3	1064	i	0.9	i	26	1	672	15%	-0.17	1217	1.1
21	C/C(C/C(C)=C1/SC(=S)NC1=O)=C1\SC(=S)NC1=O	3.0	1.9	8.6	0.71	-0.21	-0.023	0.55	-0.1	1122	i	0.1	.	.	-11	707	-15%	0.16	1106	2.4
22	O=C(O)c1ccc(CSc2ncn[nH]2)cc1	3.9	1.9	2.0	0.25	-0.24	0.026	0.51	0.5	1043	i	8.0	i	27	27	630	2%	-0.09	1893	1.1
23	O=C(Cn1cnc2c(nnn2Cc2ccc(Cl)cc2)c1=O)OCc1ccccc1	2.1	2.0	3.5	0.41	-0.15	0.14	-0.38	0.1	1212	i	6.9	i	22	11	726	-2%	0.04	1220	1.1
24	CC1(C)C2(C#N)C(N)=NC3(OCCO3)C12C#N (stereo not drawn)	2.2	1.1	2.5	0.024	-0.12	-0.086	0.37	-2.7	939	i	0.5	i	42	.	.	5%	-0.32	1556	1.1
25	CN1C(=O)CC(N2CCN(C(=O)c3ccccc3)CC2)C1=O (stereo not drawn)	4.2	2.2	8.1	-0.19	-0.29	-0.1	0.7	.	.	i	0.5	i	12	12	853	-6%	-0.1	873	1.2
26	O=c1c2ccccc2nc(-c2ccccc2)n1Cc1ccc(Cl)cc1	3.4	1.8	6.9	-0.44	-0.32	-0.015	-0.28	-1.5	1013	i	0.6	i	28	-15	731	11%	-0.02	904	1.1
27	O=C(c1ccccn1)N1CCN(S(=O)(=O)c2ccc(F)cc2)CC1	3.1	2.2	7.2	-1.2	-0.28	-0.58	1.4	0.2	1033	i	1.0	i	27	2	679	-6%	-0.07	1219	1.1
28	COc1cc(C2C(C#N)=C(N)Oc3c2ccc2ccccc32)ccc1OCC(=O)Nc1ccc(C)cc1 (stereo not drawn)	25	25	26	-0.63	-0.2	-0.2	0.74	28	325	i	0.6	i	46	-64	391	19%	-0.87	896	1
29	CS/C(N)=N/N=C/c1c(O)ccc2ccccc12	.	.	.	-0.44	-0.24	-0.27	0.41	-0.3	1246	i	0.2	i	18	-15	640	.	-0.47	1068	.
30	Nn1c(SCC(=O)Nc2ccc3c(c2)OCO3)nnc1-c1cccc(Cl)c1	2.2	2.5	7.4	0.91	-0.21	0.76	0.33	-2.9	851	i	3.2	i	34	.	.	-2%	-1.9	1511	1.1
31	Cc1ccc(C)c(SCC(=O)NCc2ccco2)c1	4.8	1.4	7.6	1.1	-0.19	0.6	-0.96	0.2	1289	i	0.2	i	58	.	.	-2%	1.1	1434	1.1
32	O=C(CC(=O)Nc1ccccc1C(=O)O)NNC(=O)Cc1ccccc1	.	.	.	1.3	-0.2	0.5	-0.87	-2.3	1115	i	0.4	i	9	-18	739	.	-0.06	1337	.
33	Cc1c(NC(=O)CN2CCN(C(=O)c3ccco3)CC2)c(=O)n(-c2ccccc2)n1C	2.4	1.8	7.5	0.00055	-0.2	0.84	0.2	-1.1	1353	i	1.4	i	30	.	.	-19%	-0.75	1568	1
34	COC(=O)c1ccc(OC(=O)c2cccnc2)cc1	2.7	2.1	6.2	0.22	-0.27	0.26	0.12	-1.0	958	i	0.4	i	38	15	650	-10%	0.43	1321	1.1
35	O=c1c(=NNc2ccccc2Cl)c(=O)c2ccccc12	1.3	1.7	8.5	-0.56	-0.19	-0.68	0.41	0.7	1345	i	6.8	.	.	.	.	3%	-0.76	1597	0.9
36	CSc1nc(O)c(C2OC(=O)c3ccccc32)c(=O)[nH]1 (stereo not drawn)	5.4	3.4	9.8	0.57	-0.19	0.39	-0.98	0.9	1176	i	1.1	i	28	.	.	-2%	.	.	1

# Screens (PubChem)
